PREPL inhibitor: inhibitors of human prolyl oligopeptidase-like enzyme PREPL; Q4J6C6; recombinant PREPL, fluorescence polarization activity-based probe; inhibition, % at 5.96 µM; hit rate 0.68% among 320,000; in the data active = inhibition above about 43%;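 note: 0% = enzyme with DMSO and 100% = wells lacking enzyme; many of its hits are not listed in these tables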
GSTO1 inh: counter-screen for RBBP9 inhibitors: inhibitors of human GSTO1 | hit rate 1.1% among 300,000 | inhibition, % at 5.96 µM | AID 1974 | recombinant GSTO1, activity-based probe fluorescence polarization;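 active = inhibition above the campaign mean inhibition plus 3 SD, cut at about 35% in these data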;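 note: 0% = GSTO1-1 with DMSO and 100% = wells lacking GSTO1-1 enzyme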
pPAFAH inh: pPAFAH (human) enzyme inhibition; Q13093; recombinant pPAFAH, FP-rhodamine probe fluorescence polarization; inhibition, % at 3.39 µM; hit rate 1.5% among 330,000;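 active = inhibition above the mean inhibition across the screen plus 3 SD, cut at about 25% in these data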;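 note: inhibitors block binding of the rhodamine activity-based probe so polarization drops; 0% = enzyme with DMSO and 100% = wells lacking pPAFAH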
PAFAH1B2 inh: blocks human PAF acetylhydrolase 1b catalytic subunit 2. P68402. recombinant PAFAH1B2, FP-rhodamine activity probe, fluorescence polarization. inhibition, % at 3.39 µM. hit rate 1.2% among 340,000;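 active = inhibition above the mean of all tested compounds plus 3 SD, cut at about 24% in these data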;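 note: 0% = enzyme with DMSO and 100% = wells lacking PAFAH1B2; many of its hits are not listed in these tables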
PAFAH2 inh: inhibitors of human PAFAH2. Q99487. recombinant PAFAH2, FP-rhodamine activity probe, fluorescence polarization. inhibition, % at 3.39 µM. hit rate 0.99% among 340,000. AID 492956;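 active = inhibition above the mean over all tested compounds plus 3 SD, cut at about 30% in these data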;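 note: inhibitors block probe labeling of enzyme so polarization drops; 0% = enzyme with DMSO and 100% = wells lacking PAFAH2 protein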
PAFAH1B3 inh: PAFAH1B3 (human) inhibition; Q15102; recombinant PAFAH1B3, FP-rhodamine probe, fluorescence polarization; inhibition, % at 3.39 µM; hit rate 0.28% among 340,000;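 active = inhibition above the screen-wide average of all tested compounds plus 3 SD, cut at about 25% in these data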;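 note: 0% = enzyme with DMSO only and 100% = wells lacking PAFAH1B3 protein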
LYPLA1 inh: counter-screen for PME1 inhibitors: inhibitors of human LYPLA1; O75608; recombinant LYPLA1, FP-Rh probe fluorescence polarization; inhibition, % at 5.9 µM; hit rate 0.16% among 320,000;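 active = inhibition above the mean of all tested compounds plus 3 SD, set per campaign, cut at about 14% in these data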;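 note: inhibitors block serine hydrolase probe labeling of LYPLA1 so polarization falls; 0% = enzyme with DMSO and 100% = wells lacking LYPLA1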
Target sequence (O75608 whole entry, looked up): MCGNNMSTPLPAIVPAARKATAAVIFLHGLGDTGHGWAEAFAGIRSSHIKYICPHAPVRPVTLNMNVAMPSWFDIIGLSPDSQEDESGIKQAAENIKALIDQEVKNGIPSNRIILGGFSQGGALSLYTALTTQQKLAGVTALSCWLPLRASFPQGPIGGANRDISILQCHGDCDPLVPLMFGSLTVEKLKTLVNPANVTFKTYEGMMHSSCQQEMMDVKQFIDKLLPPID
LYPLA2 inh: LYPLA2 (human) inhibition in PME1 counter-screen | O95372 | recombinant LYPLA2, FP-Rh probe fluorescence polarization | inhibition, % at 5.9 µM | hit rate 0.38% among 320,000 | AID 2177;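 active = inhibition above the screen-wide mean plus 3 SD, limit set per campaign, cut at about 26% in these data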;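 note: 0% = LYPLA2 with DMSO and 100% = wells lacking LYPLA2 enzyme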
Target sequence (O95372 whole entry, looked up): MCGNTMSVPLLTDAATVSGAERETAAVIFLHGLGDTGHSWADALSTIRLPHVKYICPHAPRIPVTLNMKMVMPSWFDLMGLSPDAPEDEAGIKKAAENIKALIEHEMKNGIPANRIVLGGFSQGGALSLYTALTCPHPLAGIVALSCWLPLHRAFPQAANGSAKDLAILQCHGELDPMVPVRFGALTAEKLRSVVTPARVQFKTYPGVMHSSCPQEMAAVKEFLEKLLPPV
PAD4 FP inh: blocks human protein arginine deiminase 4 | Q9UM07 | recombinant PAD4, RCA probe fluorescence polarization | inhibition, % at 6.36 µM | hit rate 0.41% among 330,000 | AID 485272;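 active = percent inhibition above a cutoff equal to the mean of all tested compounds plus 3 SD, cut at about 15% in these data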;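 note: 0% = PAD4 with RCA probe and DMSO and 100% = probe without PAD4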
Target sequence (Q9UM07 whole entry, looked up): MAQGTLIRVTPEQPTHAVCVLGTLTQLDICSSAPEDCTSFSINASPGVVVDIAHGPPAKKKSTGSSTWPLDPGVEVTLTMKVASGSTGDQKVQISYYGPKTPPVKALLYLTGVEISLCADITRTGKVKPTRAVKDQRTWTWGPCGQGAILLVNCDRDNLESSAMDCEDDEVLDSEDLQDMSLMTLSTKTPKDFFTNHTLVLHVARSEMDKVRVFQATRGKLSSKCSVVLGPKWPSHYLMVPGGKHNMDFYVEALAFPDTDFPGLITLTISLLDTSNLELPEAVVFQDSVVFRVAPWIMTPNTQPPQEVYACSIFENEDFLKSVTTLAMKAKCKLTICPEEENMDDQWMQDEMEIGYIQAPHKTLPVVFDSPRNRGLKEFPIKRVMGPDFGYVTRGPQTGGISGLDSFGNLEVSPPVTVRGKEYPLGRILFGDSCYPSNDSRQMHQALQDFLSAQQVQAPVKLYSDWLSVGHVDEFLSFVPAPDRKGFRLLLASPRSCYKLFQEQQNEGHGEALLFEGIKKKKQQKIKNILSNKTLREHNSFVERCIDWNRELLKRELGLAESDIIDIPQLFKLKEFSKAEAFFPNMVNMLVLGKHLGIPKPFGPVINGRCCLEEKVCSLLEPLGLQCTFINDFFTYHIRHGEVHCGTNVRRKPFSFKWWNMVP
An asterisk follows results filed as active; . = no result given; & = joins results of further samples.

SMILES	PREPL inhibitor	GSTO1 inh	pPAFAH inh	PAFAH1B2 inh	PAFAH2 inh	PAFAH1B3 inh	LYPLA1 inh	LYPLA2 inh	PAD4 FP inh
Cc1cc(Br)ccc1NC(=O)CN(C)C(=O)COc1cccc2c1OC(C)(C)C2	11	6	5	2	4	5	2	6	5
O=C(C1CCN(S(=O)(=O)c2cccnc2)CC1)N1CCN(C2CCCC2)CC1	-8	0	1	0	10	-2	1	2	1
CCc1ccccc1NC(=O)c1ccc2snnc2c1	12	0	-1	-2	-4	-5	-5	-5	-5
Cc1[nH]c2ccc(F)cc2c1CCN1C(=O)OC(C)(C)C1(C)O (centres undefined)	10	-9	3	4	3	2	0	-1	2
O=C(O)C1CC=CCC1C(=O)Nc1ccccc1C(=O)N1CCN(c2ccccc2)CC1 (centres undefined)	13	-6	1	-2	-2	1	-2	2	-2
C[C@@]12CCC3[C@@](CCC4[C@@]3(C)CCC[C@@]4(C)C(=O)O)(CC1=O)C2 (some centres undefined)	9	.	-3	6	1	4	2	-2	-5
COc1ccc(C2=NN(C(=O)CSc3nc4ccccc4s3)C(c3ccc(OC)cc3)C2)cc1 (centres undefined)	-2	-6	-5	-6	-14	-7	-5	-7	2
O=C(c1ccc(NS(=O)(=O)c2cccs2)cc1)N1CCN(c2ccccc2Cl)CC1	5	2	8	3	6	7	0	10	-6
CC(C)(C)NC(=O)CN(Cc1cccs1)C(=O)CCC(=O)Nc1nccs1	-9	2	-3	3	-2	9	-2	0	-3
O=C(CSc1nnc2ncccn12)Nc1cccc2ccccc12	4	4	-2	2	-7	-3	-3	4	-1
CC(NC(=O)CSc1ncnc2nc[nH]c12)c1ccccc1 (centres undefined)	-12	-4	-1	6	5	7	3	5	-4
CCCNC(=O)C1(CC2CC(c3ccccc3)=NO2)CCNCC1 (centres undefined)	9	-1	-4	0	4	-5	1	-3	-1
Cc1cccc(C(=O)NCC(=O)NCC(c2cccs2)N2CCOCC2)c1 (centres undefined)	18	-1	3	-2	-1	3	1	-2	-6
CC(C)CC(=O)Nc1ccc2nn(-c3ccccc3)nc2c1	-11	-11	-9	1	-4	-6	-6	-6	-4
O=C(NCc1ccc(Cl)cc1)C1CCCN1C(=O)Nc1ccc(F)cc1 (centres undefined)	-9	13	-1	16	6	7	6	0	1
C=CCNC(=O)C1CCC(CNc2nc(=S)[nH]c3ccccc23)CC1 (centres undefined)	-18	2	2	1	-2	9	-2	4	1
FC(F)(F)c1cccc(/C=N/NC(=S)NC2CCCCC2)c1	16	0	2	6	3	3	-1	-2	1
Cc1nn(CC(=O)Nc2cccc(C(F)(F)F)c2)c(=O)c2cccn12	6	4	1	10	5	8	-4	3	1
COc1ccc(CC(=O)NCC2(c3ccc(OC)c(OC)c3)CCCC2)cc1	19	-2	1	0	3	-6	1	-4	-1
COc1ccccc1NC(=O)C(=O)NCC(c1ccco1)N1CCc2ccccc21 (centres undefined)	-6	-8	-4	0	3	7	-2	-3	4
CCN(CC)C(=O)Cn1cc(S(=O)(=O)CC(=O)Nc2ccc3c(c2)OCCO3)c2ccccc21	15	2	5	8	2	6	-1	8	0
Cc1ccc(N(CC(=O)N/N=C/c2cccnc2)S(=O)(=O)c2ccccc2)cc1	-16	1	0	10	18	-1	-2	1	-2
COC(=O)[C@H]1[C@H](c2ccccc2)[C@H](C(=O)OC)O[C@H]1c1ccccc1	9	2	4	8	3	-1	1	8	-1
Oc1ccccc1CNCc1ccccc1	2	-3	6	4	10	4	3	0	-5
COCC(C)NC(=O)Cc1ccc(Cl)cc1 (centres undefined)	5	10	4	1	4	-2	0	-1	0
COc1ccc(C2CC(c3ccccc3)=NN2S(=O)(=O)c2ccc(C)cc2)c(OC)c1 (centres undefined)	-2	2	1	-39	-51	-43	-3	-8	4
C=CCn1c(SCC(=O)c2cccs2)nc2sc(C)cc2c1=O	17	-1	25*	0	1	4	0	4	3
O=C(NNc1ccccn1)C(=O)NNS(=O)(=O)c1ccc(F)cc1	3	-3	-1	-1	0	10	-1	-2	-6
COC(=O)CN1CCN(C(c2ccccc2)c2ccccc2)CC1	3	8	2	6	-5	-8	-5	5	-2
C=CCn1c(SCC(=O)NCc2ccco2)nc2sc3c(c2c1=O)CCC3	8	2	3	3	4	-2	-2	1	2
O=C(Nc1ccc(S(=O)(=O)Nc2nccs2)cc1)c1ccc(S(=O)(=O)N2CCOCC2)cc1	0	3	1	7	4	8	0	3	-3
CN1CCN(C(=O)CN(C)S(=O)(=O)c2ccc(F)cc2)CC1	-7	5	7	-3	-10	3	2	3	-1
Cc1nc(C)c(C(=O)NNC(=O)Nc2ccc(Cl)cc2)s1	-7	3	5	.	.	.	1	-1	-4
Cc1nnc(NC(=O)CSc2nnc(-c3ccccc3)n2C)s1	-3	-6	0	-3	-2	6	1	5	-1
O=C(NCCCn1ccnc1)C1CC(c2ccccc2Cl)=NO1 (centres undefined)	-2	-7	4	2	3	9	2	12	-3
COc1ccccc1-c1noc(CCCC(=O)NC2CCCCC2)n1	-5	5	2	-1	-15	-3	0	-6	0
CCN(CC(=O)NCc1cccs1)C(=O)c1cccc(S(=O)(=O)Nc2ccccc2OC)c1	4	0	7	10	2	0	3	6	3
Cc1cccc(-c2noc(CCC(=O)NCCc3ccccc3)n2)c1	-27	6	4	5	-2	3	3	1	-4
O=C(CCC(=O)N(c1ccccc1)C(C(=O)NC1CCCC1)c1ccncc1)Nc1cccnc1 (centres undefined)	-1	-1	-1	7	-3	4	2	2	-4
CCCCn1c(=O)[nH]c(=O)c2c1nc(-c1ccsc1)n2Cc1ccccc1	9	-10	6	0	-4	-4	-2	-1	0
O=C(CSc1ccc2c(c1)OCCO2)Nc1ccc(Br)cc1	-57	-6	12	0	9	1	1	4	-2
CCc1nnc(NC(=O)C2CC(=O)N(CCc3ccccc3)C2)s1 (centres undefined)	7	-5	3	0	-6	4	1	1	-3
N#CCC(=O)N/N=C/c1cc([N+](=O)[O-])ccc1N1CCOCC1	18	-1	10	2	0	6	3	0	-5
CC(C)NC(=O)c1c(CSc2ccc(Cl)cc2)noc1C(=O)NCc1ccccc1	-2	2	7	8	-1	1	-7	-5	4
CS(=O)(=O)c1ccccc1C(=O)Nc1cccc(-c2nc3ccccc3o2)c1	-18	-6	4	8	-5	0	-1	0	3
Cc1ccc(S(=O)(=O)N2CCCCC2)cc1NC(=O)CSc1nnnn1C	-5	-3	-1	-1	4	1	-4	1	1
Cc1cccc(-c2nc3ccccc3c(=O)[nH]2)c1	8	-4	1	1	19	3	-1	-5	1
CNC1=C([N+](=O)[O-])CC([N+](=O)[O-])=C(N2CCNCC2)N1C	14	1	7	1	-12	3	3	10	-1
CSCC[C@H](NC(=O)N1CCn2c1nc1ccccc12)C(=O)NCc1ccc(C)cc1	-14	1	8	2	-1	2	-5	-3	0
CCCCn1nnc(NC(=O)c2ccco2)n1	-5	5	2	3	5	11	4	-2	-2
COc1ccc(C2=NNC(c3cccnc3)=Nc3ccc(OC)cc32)cc1	5	4	3	7	2	2	-5	1	-2
CN1C(=O)C(C)(C)c2cc(S(=O)(=O)NCC3CCC(C(=O)NCc4ccccc4)CC3)ccc21 (centres undefined)	-1	10	10	0	5	2	6	5	-2
COc1ccc(N(CCC#N)S(=O)(=O)c2ccc(Cl)cc2)cc1	-1	6	0	0	-7	6	3	9	1
Cc1ccc(N(C(=O)c2ccncc2)C2C=CS(=O)(=O)C2)cc1 (centres undefined)	6	5	-1	6	3	8	-1	-4	8
COc1ccc(OC)c2c1sc(=NC(=O)C(C)C)n2C	16	6	10	1	3	1	1	1	-4
O=C(NC(=S)NNC(=O)c1ccccc1O)c1cccs1	8	1	13	4	45*	15	-6	0	-4
Cc1ccc(C(=O)N/C(=C\c2cn(C)c3ccccc23)C(=O)NCCCN2CCOCC2)cc1	5	-1	0	2	7	3	-1	-3	0
O=C(O)/C=C/C(=O)NC1CC1	5	10	-3	5	3	10	2	3	-2
O=C(NN=C1c2ccccc2-c2ccccc21)c1ccccn1	5	-2	1	0	-3	7	-3	-1	-9
COc1ccc(NC(=O)CN(C)S(=O)(=O)c2ccc3c(c2)CC(C)N3C(C)=O)c(OC)c1 (centres undefined)	2	-4	2	0	10	-3	4	-1	0

2 entries drawn at random from those above:
SMILES	PREPL inhibitor	GSTO1 inh	pPAFAH inh	PAFAH1B2 inh	PAFAH2 inh	PAFAH1B3 inh	LYPLA1 inh	LYPLA2 inh	PAD4 FP inh
COc1ccc(NC(=O)CN(C)S(=O)(=O)c2ccc3c(c2)CC(C)N3C(C)=O)c(OC)c1 (centres undefined)	2	-4	2	0	10	-3	4	-1	0
CCCCn1nnc(NC(=O)c2ccco2)n1	-5	5	2	3	5	11	4	-2	-2

(more compounds)
SMILES	PREPL inhibitor	GSTO1 inh	pPAFAH inh	PAFAH1B2 inh	PAFAH2 inh	PAFAH1B3 inh	LYPLA1 inh	LYPLA2 inh	PAD4 FP inh
Cn1c(=O)[nH]c(=O)c2c1nc(OC(=O)c1ccccc1)n2CC(O)COc1ccccc1 (centres undefined)	0	6	4	2	0	7	1	-4	-2
CCOC(=O)CSc1nc(N)nc(C)c1Cl	8	11	0	5	7	3	1	1	-6
COc1ccc(-c2nn(-c3ccccc3)cc2C2CC(c3cccs3)=NN2C(=O)CCC(=O)O)cc1 (centres undefined)	6	0	0	7	14	5	-1	1	4
CCn1c(N2CCN(C(=S)NC)CC2)nc2ccccc21	6	7	1	7	10	-6	2	0	-6
CCOC(=O)c1c(NC(=O)c2ccccc2C)sc2c1CC(C)(C)OC2	8	-3	7	5	4	0	-2	-2	-1
CC1=CC(C)(C)NC(=S)N1c1cccc(C)c1	-5	2	-3	4&-1	-1&-6	6&6	-1	-8	0
Cc1ccc2[nH]c3c(=O)n(Cc4ccccn4)cnc3c2c1	-5	-3	4	6	-10	10	1	4	-2
Cc1ccc2nc(C)cc(NCCO)c2c1	2	-7	2	5	1	12	0	4	1
CC1CC1C(=O)OCC(=O)NCc1ccccc1Cl (centres undefined)	18	34	6	4	68*	18	1	12	4
CC(c1ccccc1)N1CCn2c(nc3cc(NC(=O)NC4CCCCC4)ccc32)C1 (centres undefined)	18	8	9	3	-2	-2	-1	1	-8
Cn1cccc1Cc1nnc(SCC(=O)Nc2cccc(F)c2)n1-c1ccc(F)cc1	3	1	3	14	-12	5	1	-4	-1
Cc1ccc(NC(=O)CN(C)C(=O)COC(=O)c2nc3nccc(C)n3n2)cc1	5	.	-3	1	1	14	0	2	2
Cc1ccccc1NC(=O)CCN1CCCC1	16	-1	-6	2	0	5	-1	-5	1
Cc1ccc(CNC(=O)c2ccc(Cl)c(S(=O)(=O)N3CCCCC3)c2)cc1	-7	.	2	11	4	5	-6	-4	-2
O=C(Cn1cnc2ccccc2c1=O)OCC(=O)c1ccc2c(c1)OCCO2	-4	2	3	1	-10	11	1	5	1
O=C(CSC1=NS(=O)(=O)c2cc(F)ccc2N1)NCc1ccccc1	9	-7	0	-2	2	1	1	2	0
CCc1ccc(N(C(=O)C(F)(F)F)C(C(=O)NC2CCCCC2)c2ccncc2)cc1 (centres undefined)	4	11	-2	1	0	7	-1	-4	-1
CC(C)(C)NC(=O)c1ccc(Cn2cc(C(F)(F)F)ccc2=O)cc1	-9	-1	-3	5	-1	-4	-1	-11	-1

PAFAH2 inh: entries above that show a hit
| smiles | PREPL inhibitor | pPAFAH inh | PAFAH1B2 inh | PAFAH2 inh | PAFAH1B3 inh | PAD4 FP inh |
| --- | --- | --- | --- | --- | --- | --- |
| O=C(NC(=S)NNC(=O)c1ccccc1O)c1cccs1 | 8 | 13 | 4 | 45* | 15 | -4 |
| CC1CC1C(=O)OCC(=O)NCc1ccccc1Cl (centres undefined) | 18 | 6 | 4 | 68* | 18 | 4 |

Screening data (PubChem BioAssay)

Some of the compounds tested, so the mix of outcomes need not match the whole.
